CHX counter – counter-screen for Shiga toxin inhibitors: cycloheximide protein synthesis inhibition | cell reporter, cycloheximide protein synthesis inhibition counterscreen | max response, % | 300,000 compounds, 12% hits | AID 2314; in the data active = max response mostly above about 13%, no sharp cut-off; inactive = mostly below about 14%; note: read at 38.3 µM for the half of the compounds with a filed dose; 0% is about no effect
AmpC no deterg – AmpC beta-lactamase inhibition without detergent. AmpC nitrocefin hydrolysis, absorbance 480 nm, 0.0001% Triton. P00811. AID 485341. Potency, µM (highest dose often 57.1 µM), for the others: at the top dose activity change, negative = inhibition, actives largely listed as inhibitors. 330,000 compounds, 0.52% hits;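 note: potency is the fitted concentration of half-maximal effect; plate controls were no compound for no effect and no enzyme for full effect; nearly all actives have a fitted effect of over 20% in size; some results filed as inactive show a strong effect at the top dose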
Target sequence (P00811 whole entry, looked up): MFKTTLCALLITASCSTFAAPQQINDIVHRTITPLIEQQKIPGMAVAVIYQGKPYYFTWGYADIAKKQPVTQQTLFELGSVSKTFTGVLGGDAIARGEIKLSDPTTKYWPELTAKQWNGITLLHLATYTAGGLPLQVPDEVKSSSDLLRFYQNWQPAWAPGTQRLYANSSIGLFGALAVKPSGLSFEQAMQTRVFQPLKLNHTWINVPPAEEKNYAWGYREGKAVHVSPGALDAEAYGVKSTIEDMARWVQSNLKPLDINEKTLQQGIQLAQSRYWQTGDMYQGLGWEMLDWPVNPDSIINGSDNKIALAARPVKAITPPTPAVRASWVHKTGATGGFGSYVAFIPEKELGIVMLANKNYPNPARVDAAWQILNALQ
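AmpC (5.3 nM in the dispensed reagent) in 20 mM phosphate pH 7.0 with 0.01% (detergent screen) or 0.0001% Triton X-100 was preincubated with compounds for 15 min at room temperature. Nitrocefin was then added from an 800 uM solution, and hydrolysis was followed at 480 nm.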
Shiga toxin inh – Shiga toxin inhibition | Vero cells, Shiga toxin protein synthesis inhibition reporter | inhibition, % at 38.7 µM | 290,000 compounds, 9.2% hits | AID 2315; in the data active = inhibition mostly above about 28%, no sharp cut-off; inactive = mostly below about 43%; note: 0% is about no effect
HCMV antiviral – inhibitors of human cytomegalovirus. HFF cells, HCMV-luciferase reporter, 72 h; active compounds read low. activity change, negative = inhibition, % at 57.5 µM. 410,000 compounds, 4.5% hits. AID 1259415; in the data active = activity change below about -60%; inconclusive = no clear call, values can overlap the other calls; inactive = above about -39%; note: % is set by controls: 0 for no effect and ±100 for the full control effect
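Luciferase read-out from HCMV-luciferase-infected HFFs (MOI 1 PFU/cell) 72 h post infection at 37C; compounds added after 16 h cell attachment; activity normalized between buffer-only basal and Salinomycin (10uM) inhibitor controls.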
FBPA Giardia inh – blocks Giardia fructose-bisphosphate aldolase activity | purified Giardia FBPA | Potency, µM (doses to about 59.6 µM), for inactives: top-dose activity, negative = inhibition, hits mostly inhibitors | 290,000 compounds, 0.71% hits | AID 2451; note: potency is the fitted concentration of half-maximal effect; % is set by controls: 0 for no effect and ±100 for the full control effect; nearly all actives have a fitted effect of over 55% in size
Target sequence (A8B2U2 whole entry, looked up): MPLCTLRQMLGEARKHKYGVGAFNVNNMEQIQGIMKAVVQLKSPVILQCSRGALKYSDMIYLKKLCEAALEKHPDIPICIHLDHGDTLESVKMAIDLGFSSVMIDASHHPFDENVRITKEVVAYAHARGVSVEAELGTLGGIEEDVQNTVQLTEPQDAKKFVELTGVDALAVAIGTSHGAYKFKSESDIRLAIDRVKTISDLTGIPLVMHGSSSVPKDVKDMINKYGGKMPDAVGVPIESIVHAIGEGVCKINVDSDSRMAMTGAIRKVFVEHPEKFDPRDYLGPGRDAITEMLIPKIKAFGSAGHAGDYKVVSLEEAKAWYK
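Giardia FBPA (40 nM reagent) was preincubated 10 min at RT with compound (up to 57.5 uM final), then substrate plus GAPDH/TPI/NAD/arsenate coupling system with diaphorase/resazurin was added; resorufin fluorescence (525/598 nm) was read after 20 min.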
AMA1 RON2 block – inhibitors of Plasmodium falciparum AMA1-RON2 interaction; AlphaScreen AMA1-biotinylated RON2 peptide binding; Potency, µM (doses to about 58.2 µM), without a hit: top-dose activity change, negative = inhibition, actives largely listed as inhibitors; 360,000 compounds, 0.2% hits; AID 720542;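 note: potency is the fitted concentration of half-maximal effect; 0% = vehicle wells and -100% = peptide control; nearly all actives have a fitted effect of over 45% in size; some results filed as inactive show a strong effect at the top dose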
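AMA1 (3D7) with his tag at 25 nM final met compounds first, then biotinylated RON2 peptide at 25 nM; detection used donor plus acceptor beads, 10 µg/mL apiece, read by AlphaScreen after 30 min at room temperature.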
AmpC detergent – inhibitors of E. coli AmpC beta-lactamase with detergent; P00811; AmpC hydrolysis of nitrocefin, absorbance 480 nm, 0.01% Triton; Potency, µM (series often up to 114 µM), inactives show at the top dose activity change, negative = inhibition, actives largely listed as inhibitors; 370,000 compounds, 0.041% hits;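 note: potency is the fitted concentration of half-maximal effect; 0% = no-compound wells and -100% = no-enzyme wells; nearly all actives have a fitted effect of over 25% in size; some results filed as inactive show a strong effect at the top dose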
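AmpC (5.3 nM in the dispensed reagent) in 20 mM phosphate pH 7.0 with 0.01% (detergent screen) or 0.0001% Triton X-100 was preincubated with compounds for 15 min at room temperature. Nitrocefin was then added from an 800 uM solution, and hydrolysis was followed at 480 nm.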
* = called active by the depositor; ? = inconclusive; . = not tested or not shown; [ ] = dose if it differs, or a comment. Unless noted, calls come from the whole dose curve; as a rule, active = well fitted curve in the direction sought with a large enough effect; inconclusive = small, poorly fitted or top-dose-only effect, or another doubt; inactive = no such curve, though single readings can be large; an effect the other way counts as inactive or inconclusive. Rows are unselected (roughly 16% active in at least one column).

Compound	CHX counter	AmpC no deterg	Shiga toxin inh	HCMV antiviral	FBPA Giardia inh	AMA1 RON2 block	AmpC detergent
CC1CCN(C(=O)C2CCN(S(=O)(=O)c3cnc[nH]3)CC2)CC1	5	-1%	-11	46	3%	17%	-1%
CCc1ccc(C2c3[nH]c4ccccc4c3CCN2C(=O)c2ccc(=O)n(C)n2)cc1 (stereo not given)	-2	88%[activator]	-8	36	-4%	?	10%
Cc1sc2nc(SCC(=O)NCCO)n(C)c(=O)c2c1C	-3	-10%	18	-20	0%	-2%	-1%
O=C(Nc1ccc(N2CCCCC2)cc1)c1ccc2c(c1)OCCO2	35*	-36%	75*	-91*	-4%	-21%	1%
NC(CCCCCP(=O)(c1ccccc1)c1ccccc1)C(=O)O (stereo not given)	-1	9%	-7	.	-10%	3%	7%
O=C(Nc1ccccc1C(=O)O)c1cc(S(=O)(=O)N2CCOCC2)cs1	8	-21%	-3	-18	11%	-14%	-6%
O=C(N/N=C/c1cc(Br)ccc1OC(=O)c1ccc(Br)cc1)c1ccncc1	-2	-24%	57	-16	.	37%[activator]	-3%
Cc1cc(C)nc(Nc2ccc(N3CCOCC3)cc2)n1	17*	22%	70	10	-23%	-7%	-13%
Cc1c(C(=O)Nc2ccccc2)cn2c(nc3ccccc32)c1C#N	-3	-23%	6	26	4%	-3%[2.32 µM]	-1%
Cc1ccccc1C(=O)NNC(=O)C1CCN(C(=O)Nc2ccccc2)CC1	.	-8%	.	7	.	33%[activator]	?
COC(=O)C1(C)NC(c2ccco2)C2C(=O)N(c3ccc(C)cc3)C(=O)C21 (stereo not given)	-3	-9%	5	-8	1%	-2%	-9%
C/C(=N\N=C(/N)SC1CC(=O)N(c2ccccc2)C1=O)c1cccs1 (stereo not given)	2	-30%	8	59	-2%	9%	2%
COC(=O)c1ccc(OC(=O)C2CC(=O)N(c3cccc(C)c3)C2)cc1 (stereo not given)	5	0%	0	1	15%	-6%	-9%
Nc1ccn(C2CC(O)C(CO)O2)c(=O)n1 (stereo not given)	-2	-29%	-3	-29	?	-8%	?
CCCCc1ccc(S(=O)(=O)NNC(=S)NCc2ccco2)cc1	-1	-37%	-4	-17	13%	60%[activator]	-5%

Next entries
Compound	CHX counter	AmpC no deterg	Shiga toxin inh	HCMV antiviral	FBPA Giardia inh	AMA1 RON2 block	AmpC detergent
Cc1cccc([C@@H]2[C@@H]3C(=O)N(Cc4ccccc4)C(=O)[C@@H]3[C@]3(Cc4ccccc4)C(=O)N(c4ccccc4)C(=O)N23)c1	.	23%	.	-8	.	0%	-2%
COC(=O)C(NC=O)C(O)(Cc1ccccc1)C(F)(F)F (stereo not given)	57*	-9%	74*	34	13%	-6%	-12%
O=C(Nc1ccc(F)cc1)C(c1ccccc1)N1CCN(S(=O)(=O)c2ccccc2)CC1 (stereo not given)	0	-28%	-18	-3	0%	-7%	-7%
COCCN(CC(=O)Nc1cccc(C)c1C)C(=O)C1(c2ccccc2)CC1	.	-12%	.	-11	.	-4%[11.6 µM]	.
COc1ccc(CNC(=O)CSc2nnc(Cn3nnc4ccccc43)n2C)cc1	-1	-13%	5	-24	0%	10%	?
O=C(Nc1ccc2c(c1)OCCO2)c1cc2ccccc2o1	24*	-15%	88*	117	?	-1%	8%
O=C1NN(c2ccccc2)C(=O)/C1=C/c1cccs1	-1	-20%	-13	-27	-12%	.	-5%
CCN(CC)S(=O)(=O)c1ccc(NC(=O)c2cnc(C)cn2)cc1	1	-4%	.	-15	4%	6%	?
CCCCn1c(N)c(N(CCOC)C(=O)c2ccc(OCc3c(C)noc3C)cc2)c(=O)[nH]c1=O	.	7%	.	0	.	5%	-9%
Cc1ccccc1-n1c(Cn2c(=O)sc3ccccc32)nnc1SCC(=O)NCC1CCCO1 (stereo not given)	7	65%[activator]	-10	24	-1%	0%	-15%
CC(=O)c1cccc(N2C(=NC(=O)C3CCCCC3)SC3CS(=O)(=O)CC32)c1 (stereo not given)	1	54%	-6	56	-1%	4%	1%
CC(C)N(Cc1nc(-c2ccccc2)no1)C(=O)Cc1ccccc1	1	22%	3	20	1%	-5%	?
CN(c1ccc(OCC(=O)OCC(=O)Nc2ccc(F)cc2)cc1)S(=O)(=O)c1ccc(Cl)cc1	-5	-19%	-14	15	-1%	5%	-6%
CC(C)Oc1ccc(C(=O)OCC(=O)NC2CCCCCC2)cc1	.	-15%	.	0	.	-5%	?
CCCCSCCCNC(=O)CS(=O)Cc1nc(-c2cccc(C)c2)oc1C (stereo not given)	-1	206%[activator]	13	17	10%	-7%	3%

New compounds follow
Compound	CHX counter	AmpC no deterg	Shiga toxin inh	HCMV antiviral	FBPA Giardia inh	AMA1 RON2 block	AmpC detergent
COc1ccc(CN2CCC(Cc3ccccc3)CC2)c(C)c1C	-3	2%	-5	6	?	-6%	-4%
CC(C)NC(=O)C1CCCN(S(=O)(=O)c2ccc(-n3cnnn3)cc2)C1 (stereo not given)	-2	-2%	-14	10	4%	27%	0%
CC(=O)Nc1ncc(N=Nc2cccc(C(F)(F)F)c2)s1	1	-29%	13	11	11%	7%	-7%
COc1ccc(NC(=O)c2ccc(C)cc2)c(OC)c1	50*	-12%	96*	18	-25%	?	0%
Cc1c(C(=S)Nc2ccccc2)cnn1-c1ccccc1	35*	-26%	37	-21	-6%	-10%	-1%
CC1CCN(C(=O)COc2ccc(S(=O)(=O)N3CCOCC3)cc2)CC1	.	-14%	.	-11	.	2%	-6%
COc1ccc(C2(C(=O)NCc3ccccc3Cl)CCOCC2)cc1OC	-2	-9%	-10	38	4%	-2%	3%
CSC1=C(C#N)C(c2ccccc2Cl)C(C(C)=O)=C(C)N1 (stereo not given)	-1	-30%	8	-21	1%	-2%	?
[N-]=[N+]=NCCN1CCN(Cc2ccccc2)CCC1=O	-4	-20%	16	6	18%	10%	-3%
CC(=O)Nc1ccc(C2NC(=S)N(c3ccccc3C(F)(F)F)C(C)=C2C(=O)N2CCOCC2)cc1 (stereo not given)	-1	-4%	2	15	-5%	11%	6%
CCOC(=O)c1nnn2c1nc(N(CC)CC)c1ccccc12	1	33%	9	-23	-3%	0%	1%
O=C(N/N=C/C(Br)=C/c1ccccc1)C(O)c1ccccc1 (stereo not given)	44*	-23%	74*	-5	-2%	-1%	-2%
Cc1cc(/C=N/NC(=O)c2nn(C)cc2Cl)c(C)n1-c1cccc(Br)c1	18*	-7%	20	34	-5%	15%	-14%
O=C(NCCc1ccc(C(F)(F)F)cc1)c1ccc(Cl)nc1	-1	-11%	-4	-2	7%	-11%	5%
Nc1nonc1-n1nnc(C(=O)c2ccccc2)c1-c1ccccc1	-3	-26%	17	-24	-1%	-1%	-6%

The list continues.
Compound	CHX counter	AmpC no deterg	Shiga toxin inh	HCMV antiviral	FBPA Giardia inh	AMA1 RON2 block	AmpC detergent
CCOC(=O)c1c(C)[nH]c(C(=O)COC(=O)Cn2cc(C(F)(F)F)ccc2=O)c1C	.	-17%	.	-9	.	-11%	-3%
CC1(C)NC(C)(C)c2nonc2/C1=N\O	-6	-3%	5	21	2%	2%	?
CN1CCN(c2ccc(-c3cccc(NC(=O)COc4ccccc4)c3)nn2)CC1	.	24%	.	14	.	-13%	?
O=C(c1ccccc1)N1N=C(c2ccccc2)CC1c1ccccc1O (stereo not given)	-5	?	-7	-62*	-10%	-1%	-3%
CCN1C/C(=C\c2cccc(C)c2)c2nc3ccccc3c(C(=O)O)c2C1	11	-44%	-10	.	-28%	.	?
O=C(CC1Oc2ccccc2NC1=O)NC1CC1 (stereo not given)	5	-17%	24	4	2%	.	0%
CC(Oc1ccccc1)C(=O)Nc1cccc(F)c1 (stereo not given)	-3	-14%	-5	-12	-3%	0%	?
CC(=O)NC(=S)Nc1cccc([N+](=O)[O-])c1	-3	-2%[2.29 µM]	-7	-6	0%	-3%	-4%
CCOC(=O)c1cn2nc(Oc3ccc(C(=O)OC)cc3)ccc2n1	1	43%	-1	12	10%	22%	-6%
CCC(C)n1c(O)c(C=NC(C)c2ccccc2)c(=O)[nH]c1=S (stereo not given)	13	-18%	-14	17	7%	23%	-10%
Cc1cc(C(=O)CSc2nnc(-c3ccco3)o2)c(C)n1C	.	-19%	.	-16	.	-12%	.
C[C@@H]1COC(=O)[C@@H](NC(=O)OCC2c3ccccc3-c3ccccc32)C/C=C\C[C@@H](CC(=O)N(CCO)Cc2ccccc2)C(=O)N1	.	256%[activator]	.	7	.	-11%	.
Clc1ccc(/C=N/Nc2ccccn2)cc1	53*	-14%	108*	-1	-16%	15%	4%
Cc1snc(SCc2cccc(Cl)c2)c1C#N	3	-30%	29	.	7%	79%[activator]	-1%
Cn1cc(/C=C(\NC(=O)c2ccccc2Cl)C(=O)NCCCN2CCOCC2)c2ccccc21	1	38%	6	-6	.	0%	-2%

Quoted at random: two compounds from above, in no set order.
Compound	CHX counter	AmpC no deterg	Shiga toxin inh	HCMV antiviral	FBPA Giardia inh	AMA1 RON2 block	AmpC detergent
Cc1snc(SCc2cccc(Cl)c2)c1C#N	3	-30%	29	.	7%	79%[activator]	-1%
CC(Oc1ccccc1)C(=O)Nc1cccc(F)c1 (stereo not given)	-3	-14%	-5	-12	-3%	0%	?

Carrying on:
Compound	CHX counter	AmpC no deterg	Shiga toxin inh	HCMV antiviral	FBPA Giardia inh	AMA1 RON2 block	AmpC detergent
CC(C)Oc1ccc(CN2CCC(n3nccc3NC(=O)CCc3ccccc3)CC2)cc1	6	106%[activator]	-7	-39	3%	-7%	?
O=C(CNCc1cccc2ccccc12)Nc1ccccc1[N+](=O)[O-]	17	-9%	4	71	-12%	?	?
Cc1cccc(N2CCN(C(=O)CN3C(=O)C4CC=CCC4C3=O)CC2)c1C (stereo not given)	28	67%[activator]	76*	43	0%	-11%	-12%
COc1cc(S(=O)(=O)N2CCN(c3ccccc3F)CC2)c(OC)cc1Cl	-1	-17%	-4	?	-4%	-4%	2%
C=CCn1c(SCc2nc(N)nc(N3CCCCC3)n2)nnc1-c1ccco1	-2	-3%	20	-10	-3%	0%	-8%
O=C(COC(=O)c1ccccc1NCCO)NCc1cccs1	.	-7%	.	1	.	44%[activator]	-16%
COc1ccc(/C=C(\C#N)C(=O)Nc2cccc3ncccc23)cc1OC	-2	7%	-5	-25	-28%	-5%	?
CCc1ccc2c(c1)C(c1ccc([N+](=O)[O-])cc1)=NNC(c1ccc(C)cc1)=N2	-1	-19%	-8	36	1%	4%[11.6 µM]	-3%
Cn1cccc1/C=N/n1c(-c2ccc(Cl)cc2Cl)n[nH]c1=S	7	-16%	-4	-15	?	-9%	-1%
CC(Sc1nnnn1C)C(=O)Nc1ccc(N2CCOCC2)cc1 (stereo not given)	7	11%	28	-13	-26%	-4%	-14%
COC(=O)c1c(C)[nH]c(-c2csc(N)n2)c1C	2	-1%	-5	-3	-27%	-6%	-2%
O=C1c2ccccc2C(Nc2ccc3c(c2)OCCO3)N1Cc1ccco1 (stereo not given)	87*	-14%	75*	-61*	-7%	?	-13%
